RGS4-Gao reg: modulates binding of RGS4 to human Galphao; Multiplexed bead flow cytometry; actives lie on both sides; 220,000 tested, 0.33% active; AID 1415; binding response (% of control), % at 10 µM; in the data active means binding response below about 49% or above about 150%; inactive means in between;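 further: fluorescent Galphao activated with aluminum fluoride binding bead-coupled RGS4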
Bim-Bcl-XL: inhibitors of Bim-Bcl-XL interaction, human; Q07817; Bim peptide-Bcl-XL binding, bead flow cytometry, fluorescence; inhibition, % at 10 µM; 190,000 tested, 0.04% active
Target sequence (Q07817 whole entry, looked up): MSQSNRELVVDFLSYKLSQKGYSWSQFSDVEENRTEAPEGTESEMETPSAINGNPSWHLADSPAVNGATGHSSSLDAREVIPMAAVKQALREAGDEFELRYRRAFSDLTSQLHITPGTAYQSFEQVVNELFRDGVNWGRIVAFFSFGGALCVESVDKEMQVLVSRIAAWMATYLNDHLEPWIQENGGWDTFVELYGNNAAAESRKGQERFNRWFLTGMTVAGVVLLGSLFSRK
Bim-Bcl-2: disrupts Bim peptide binding to human Bcl-2; 190,000 tested, 0.06% active; inhibition, % at 10 µM; Bead-based flow cytometry, Bim peptide-Bcl-2 binding; P10415; in the data active means inhibition above about 40%; inconclusive means no clear call, values can overlap the other calls;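 further: 0% = no compound wells with probe peptide and 100% = reference peptide inhibitor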
RGS7-Gao: human RGS7-Galphao interaction regulation; P09471; Multiplexed bead flow cytometry, RGS7-Galphao binding; actives lie on both sides; binding response (% of control), % at 10 µM; 220,000 tested, 0.35% active; in the data active means binding response below about 49% or above about 150%; inconclusive means no clear call, values can overlap the other calls; inactive means in between;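 further: fluorescent Galphao held in activated GDP-AlF4 state binding bead-coupled RGS7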
Mcl1 Noxa PPI: Mcl-1/Noxa interaction inhibition | AID 1022 | 220,000 tested, 1.5% active | Q07820 | TR-FRET Mcl-1/Noxa peptide binding, 2 h | inhibition, % at 21.7 µM;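 active means compounds that cut the protein-peptide binding signal by more than 50% relative to plate controls in a single-dose test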;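 further: His-tagged Mcl-1 with rhodamine Noxa BH3 peptide and terbium anti-His antibody; 0% = Mcl-1 plus Noxa peptide wells and 100% = peptide-only wells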
Target sequence (Q07820 whole entry, looked up): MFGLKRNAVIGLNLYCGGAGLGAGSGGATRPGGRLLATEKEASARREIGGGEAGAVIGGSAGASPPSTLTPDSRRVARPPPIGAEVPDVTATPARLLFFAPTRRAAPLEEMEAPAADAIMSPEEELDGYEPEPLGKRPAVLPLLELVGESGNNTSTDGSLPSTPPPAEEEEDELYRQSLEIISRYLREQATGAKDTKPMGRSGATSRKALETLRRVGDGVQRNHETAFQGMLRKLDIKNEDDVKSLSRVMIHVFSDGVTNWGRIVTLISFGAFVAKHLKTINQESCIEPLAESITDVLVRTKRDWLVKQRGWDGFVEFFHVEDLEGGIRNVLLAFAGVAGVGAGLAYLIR
Bim-Mcl-1: human Bim-Mcl-1 interaction inhibition; Q07820; Bead-based flow cytometry, Bim peptide-Mcl-1 binding; inhibition, % at 10 µM; 190,000 tested, 0.1% active;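 further: 0% = no compound tracer wells and 100% = peptide blocker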
Bim-Bcl-W: inhibitors of Bim-Bcl-W interaction, human. Q92843. bead-based flow cytometry, Bim peptide-Bcl-W binding. inhibition, % at 10 µM. 190,000 tested, 0.02% active. AID 952;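 further: 0% = bound tracer without compound and 100% = peptide blocker; higher means less fluorescent Bim peptide bound to Bcl-W beads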
Target sequence (Q92843 whole entry, looked up): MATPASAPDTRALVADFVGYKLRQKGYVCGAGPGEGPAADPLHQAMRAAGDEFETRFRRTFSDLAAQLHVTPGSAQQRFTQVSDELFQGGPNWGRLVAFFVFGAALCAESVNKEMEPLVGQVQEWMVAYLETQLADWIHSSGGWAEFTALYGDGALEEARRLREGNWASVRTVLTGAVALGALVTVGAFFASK
RGS8-Gao reg: human RGS8-Galphao interaction regulation | multiplexed bead flow cytometry, RGS8-Galphao binding; actives lie on both sides | response (percent of control binding), % at 10 µM | 220,000 tested, 0.34% active | AID 1423; in the data active means response below about 60% or above about 140%; inactive means in between;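 further: Galphao activated as the GDP aluminium fluoride complex binding bead-coupled RGS8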
Mcl1-Bid inh: Mcl-1/Bid interaction inhibition; Q07820; TR-FRET Mcl-1/Bid-Dy647 peptide binding, 1536-well; inhibition, % at 21.7 µM; 220,000 tested, 0.97% active;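 active means compounds that cut the binding signal by more than half at the single screening dose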;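 further: His-tagged Mcl-1 with europium anti-His antibody binding Bid BH3 peptide; 0% = Mcl-1 plus peptide wells and 100% = peptide-only wells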
Bim-Bcl-B: disrupts Bim peptide binding to human Bcl-B | bead-based flow cytometry | inhibition, % at 10 µM | 190,000 tested, 0.073% active | AID 951;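 further: 0% = tracer peptide without compound and 100% = reference inhibitor peptide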
Target sequence (Q9HD36 whole entry, looked up): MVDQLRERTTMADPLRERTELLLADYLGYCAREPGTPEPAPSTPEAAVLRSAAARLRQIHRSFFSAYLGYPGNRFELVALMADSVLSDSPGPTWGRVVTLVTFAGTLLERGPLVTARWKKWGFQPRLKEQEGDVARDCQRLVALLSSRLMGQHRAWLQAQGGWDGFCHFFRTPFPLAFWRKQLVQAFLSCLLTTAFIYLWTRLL
Bfl-1 Bim block: disrupts Bim binding to human Bfl-1 | Q16548 | Bead-based flow cytometry, Bim-Bfl-1 binding inhibition | inhibition, % at 10 µM | 190,000 tested, 0.12% active;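 further: 0% = wells without compound plus tracer and 100% = blocker peptide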
* marks the source's active call; other numbers are inactive results; ? = inconclusive; / = no result given. Unless noted, no stated cut-off is given here; in the data, active means inhibition above about 40%. Outcome played no part in choosing rows. About 2.7% of those tested had a hit in this group.

# | Molecule | RGS4-Gao reg | Bim-Bcl-XL | Bim-Bcl-2 | RGS7-Gao | Mcl1 Noxa PPI | Bim-Mcl-1 | Bim-Bcl-W | RGS8-Gao reg | Mcl1-Bid inh | Bim-Bcl-B | Bfl-1 Bim block
1 | O=C(Cn1nc(-c2ccccc2)c2ccccc2c1=O)Nc1ccc2c(c1)nc1n2CCOC1 | 95 | 2 | 0 | 93 | -3 | -2 | 0 | 109 | -47 | 1 | 1
2 | Cc1cccn2c(=O)c(C=NCc3ccccc3)c(NCCO)nc12 | 108 | -2 | 0 | 102 | 14 | -3 | -1 | 109 | -10 | 1 | 0
3 | COc1ccc(CCNC(=O)c2ccc(-c3ccc([N+](=O)[O-])cc3Cl)o2)cc1OC | 104 | -5 | -9 | 106 | 20 | -2 | -2 | 104 | -7 | -11 | -6
4 | CCOC(=O)N1CCN(C(=O)c2ccc(CS(=O)(=O)c3ccc(OC)cc3)o2)CC1 | 99 | -6 | -4 | 95 | -12 | -6 | -7 | 102 | -4 | -4 | -4
5 | CC1CCCC(NC(=O)COC(=O)Cc2ccsc2)C1C (centres undefined) | 105 | -2 | -1 | 106 | 12 | -4 | 2 | 101 | -2 | -1 | -11
6 | C1=C(CCNc2nnnn2-c2ccccc2)CCCC1 | 99 | -1 | -5 | 102 | 6 | 0 | 0 | 104 | -2 | -6 | -8
7 | COc1ccccc1NC(=O)C1(C)Cc2ccccc2C(=O)O1 (centres undefined) | 100 | -8 | -10 | 102 | -9 | -3 | -7 | 97 | -2 | -13 | -10
8 | O=[N+]([O-])c1cccc(Cl)c1NCCNS(=O)(=O)c1ccc(Cl)cc1 | 102 | -2 | -6 | 106 | 5 | 12 | 0 | 108 | -3 | -4 | -6
9 | CC1CCCCC1NC1=NCCS1 (centres undefined) | 103 | -1 | -7 | 101 | 8 | 0 | 0 | 101 | 11 | -7 | -9
10 | CCc1ccc(N(CC(=O)Nc2ccccc2C(=O)N2CCOCC2)S(C)(=O)=O)cc1 | 101 | -6 | 0 | 104 | 7 | -1 | -2 | 101 | -8 | -5 | -1
11 | CCOC(=O)N/N=C(\C)c1ccc(Br)cc1 | 101 | -4 | -7 | 103 | 26 | 0 | 2 | 100 | -10 | -5 | -16
12 | CC(CC(=O)O)n1nnc2ccccc21 (centres undefined) | 86 | / | / | ? | 5 | / | / | 98 | 6 | / | /
13 | Cc1ccc(-c2cc(C(F)(F)F)n3nc(C(=O)Nc4c(C)n(C)n(-c5ccccc5)c4=O)cc3n2)cc1 | 94 | 1 | -7 | 95 | 7 | 1 | 0 | 100 | -7 | -6 | -11
14 | CCNC(=O)CN(c1ccc(C)cc1)S(=O)(=O)c1ccc(SC)cc1 | 97 | -18 | -5 | 100 | 0 | 0 | 4 | 97 | -21 | -6 | -11
15 | Cc1nc(-c2ccc(Cl)cc2)sc1C1(C)CC(c2cccnc2)=NO1 (centres undefined) | 104 | / | / | ? | 26 | / | / | 103 | 35 | / | /
16 | COc1ccc(CN(CC(=O)NCC2CCCO2)C(=O)CCC(=O)Nc2cc(C)ccn2)cc1 (centres undefined) | 99 | -7 | -9 | 98 | 16 | -1 | 0 | 103 | 10 | -10 | -11
17 | CCn1c2ccccc2c2cc(CN3CCN(Cc4cc(OC)ccc4O)CC3)ccc21 | 98 | -4 | -1 | 99 | 43 | 0 | -3 | 97 | 41 | -10 | -8
18 | O=C(Nc1ccc(N2CCN(C(=O)c3ccco3)CC2)cc1)c1cccc(F)c1 | 100 | -11 | -8 | 97 | 18 | -8 | -3 | 99 | -25 | -8 | -8
19 | CCCCN1C(=O)CC(C(=O)OCC)=C1C | 97 | / | / | ? | -8 | / | / | 99 | -30 | / | /
20 | Cc1ccc(NS(=O)(=O)c2cc(C(N)=O)ccc2C)cc1 | 98 | -2 | -6 | 101 | -10 | 0 | 2 | 100 | -32 | -7 | -7
21 | CCCCNC(=O)Nc1ccccc1Br | 103 | -4 | -1 | 100 | 14 | -3 | -5 | 102 | -27 | -9 | -4
22 | CC1CCC(NC(=O)c2cc3c(=O)n(C)c4ccccc4c3n2C)CC1 (centres undefined) | 99 | 0 | -7 | 97 | -16 | 3 | 4 | 98 | 1 | -2 | -4
23 | CCOc1cc2[nH]c(=S)n(CCN3CCC(C)CC3)c(=O)c2cc1OCC | 102 | -2 | -2 | 101 | 30 | 0 | 0 | 104 | -26 | -12 | -4
24 | c1nc(NCC2(N3CCOCC3)CCCCC2)c2ccsc2n1 | 101 | -2 | -8 | 102 | 10 | -1 | 0 | 101 | -12 | -2 | 0
25 | Cc1cccc(-n2c(SCc3cc(=O)n4ccsc4n3)nc3ccccc32)c1 | 91 | -9 | -6 | 94 | 42 | -5 | -3 | 96 | 2 | -23 | -5
26 | COc1cc(/C=N/NC(=O)CSc2n[nH]c(=O)[nH]c2=O)cc(OC)c1O | 101 | 13 | 8 | 93 | 61* | 8 | 13 | 98 | -34 | 9 | 1
27 | Cc1ccc(S(=O)(=O)NCCc2nnc3ccc(NCCCOC(C)C)nn23)cc1 | 98 | -2 | 2 | 98 | 9 | -1 | -3 | 98 | -8 | 1 | 7
28 | O=S(=O)(/N=C(/c1ccccc1)N1CCCCC1)c1ccccc1 | 99 | -8 | -9 | 97 | 23 | -3 | -6 | 95 | -13 | -5 | -17
29 | Nc1nc(CSc2ccccc2)nc(N2CCCCC2)n1 | 98 | -4 | 1 | 98 | -17 | -3 | 0 | 106 | -37 | -4 | -5
30 | CCCCCCCCc1c(O)nc(-n2[nH]c(C)c(CCO)c2=O)[nH]c1=O | 99 | -10 | -7 | ? | -34 | -4 | -4 | 97 | -57 | -6 | -6
31 | CCn1ncc(Br)c1C(=O)Nc1cc([N+](=O)[O-])ccc1C | 101 | -7 | -3 | 103 | 10 | -1 | -4 | 101 | -6 | -5 | 0
32 | CN1CCN(S(=O)(=O)c2ccc(NC(=O)C3CCCO3)cc2)CC1 (centres undefined) | 98 | -6 | -13 | 102 | 7 | -5 | -4 | 102 | -13 | -8 | -20
33 | Cc1ccc(S(=O)(=O)N2Cc3ccccc3CC2C(=O)Nn2cnnc2)cc1 (centres undefined) | 105 | 0 | -6 | 130 | 27 | 0 | 2 | 105 | 7 | -3 | -9
34 | COc1cc(-c2nc3n(n2)C(c2ccc(F)cc2)C2=C(CCCC2=O)N3)cc(OC)c1OC (centres undefined) | 98 | 0 | 0 | 94 | 12 | 0 | 0 | 100 | -6 | -1 | -5
35 | O=C(CSc1nc2ncc(Cl)cc2[nH]1)NCCc1ccc(F)cc1 | 96 | -1 | -3 | 91 | 16 | 1 | 0 | 97 | -9 | 0 | -1
36 | Cc1cccc2cc(CNCC3CCCO3)c(Cl)nc12 (centres undefined) | 94 | -3 | -1 | 100 | -15 | 0 | 0 | 99 | -28 | -2 | -5
37 | CN(C)c1ccc(/C=N/O)cc1 | 101 | -1 | -1 | ? | -1 | 1 | 0 | 100 | -78 | 0 | -1
38 | CCOC(=O)c1c(CN2CCCCC2)oc2ccc(O)cc12 | 96 | -4 | -10 | 97 | 4 | 0 | -2 | 93 | -17 | -8 | -12
39 | N/C(=N\OC(=O)C(c1ccccc1)c1ccccc1)c1cccnc1 | 103 | -16 | -11 | 105 | / | -3 | -1 | 104 | 0 | -9 | -10
40 | CCN(CC)c1ccc(C(=O)OCC(=O)N(C(C)C)C(C)C)cc1 | 110 | -4 | -1 | ? | 2 | 0 | -3 | 121 | -20 | -4 | -3
41 | CC(=O)c1cccc(NC(=O)c2ccc(Br)o2)c1 | 108 | 0 | 0 | 101 | 13 | 4 | 1 | 104 | -15 | -3 | 3
42 | Cc1cc2cc(CNC(=O)c3ccc(S(=O)(=O)N4CCCC4)cc3)ccc2n1C | 104 | -2 | -7 | 105 | -40 | 0 | 0 | 101 | -49 | -5 | -10
43 | CC(C)NCc1c(O)c(Br)cc2oc3c(c12)CCCC3 | 99 | -11 | -9 | 94 | 20 | -6 | -3 | 99 | -34 | -11 | -18
44 | Clc1cccc(Cl)c1Cn1nnc(N2CCCC2)n1 | 99 | / | / | ? | 5 | / | / | 102 | -11 | / | /
45 | CC(C)=CCCC1=CCC2C(=O)NNC(=O)C2C1 (centres undefined) | 100 | -3 | -3 | 98 | 8 | -4 | -3 | 102 | -25 | -6 | -2
46 | Cc1ccc(S(=O)(=O)N2CCOCC2)cc1C(=O)N1CCOCC1 | 96 | 4 | -7 | 102 | -4 | -2 | 0 | 102 | 0 | -9 | -9
47 | COc1ccc(N(C(=O)Cn2nnc3ccccc32)C(C(=O)NCc2ccco2)c2ccc(C)o2)cc1 (centres undefined) | 99 | 5 | -4 | 102 | 7 | 1 | 1 | 100 | -53 | -3 | -7
48 | O=C(O)CC(NC(=O)C(c1ccccc1)c1ccccc1)c1cccc([N+](=O)[O-])c1 (centres undefined) | 95 | / | / | ? | 5 | / | / | 99 | -11 | / | /
49 | COc1ccccc1NC(=O)c1ccc(SCC(=O)NCc2ccccc2Cl)c([N+](=O)[O-])c1 | 99 | -5 | -4 | 98 | 20 | -3 | -6 | 100 | -9 | -11 | -19
50 | C/C(=N/NC(=O)C(C)n1nc(C)c([N+](=O)[O-])c1C)c1ccc(OCC(N)=O)cc1 (centres undefined) | 94 | / | / | ? | -5 | / | / | 91 | -7 | / | /
51 | COc1ccc(N(C)C(=O)c2cc3c(Cl)nc4ccccc4c3s2)cc1 | 90 | -4 | -5 | 92 | -5 | -1 | -2 | 96 | -5 | -8 | -6
52 | CCn1cc(C2=NOC(C(=O)Nc3ccc4c(c3)OCO4)C2)c(C)n1 (centres undefined) | 99 | 0 | 0 | 104 | -15 | 0 | 2 | 100 | -7 | -3 | -6
53 | CCN(CC)c1ccc(/C=N/Nc2nc3ccccc3[nH]2)cc1 | 105 | -5 | -2 | 104 | -14 | -9 | -6 | 106 | -65 | -8 | 4
54 | Oc1ccc(/C=N/NC(=S)NCc2ccco2)cc1 | 102 | -6 | -1 | 101 | 15 | -1 | 0 | 100 | -137 | -5 | -15
55 | CCC(=NC(CC)CO)C1=C(O)CC(C)(C)CC1=O (centres undefined) | 96 | 2 | 1 | 98 | 21 | 0 | -3 | 99 | -6 | 1 | 1
56 | CC(=O)Nc1cccc(-n2nnc(SCC(=O)Nc3ccc(F)c(Cl)c3)n2)c1 | 101 | / | / | ? | 5 | / | / | 103 | -7 | / | /
57 | COc1cc(C(=O)NCC(=O)OCc2cc(=O)oc3c(C)c(C)ccc23)cc(OC)c1OC | 103 | 0 | 3 | ? | -3 | 0 | 3 | 102 | -13 | -1 | -2
58 | CC(=O)C1=C(c2ccccc2)OC(N)=C(C#N)C1c1ccccc1C (centres undefined) | 99 | -6 | -7 | 102 | 13 | -4 | -4 | 100 | -17 | -7 | -13
59 | COCCCn1c(SCC(=O)Nc2ccccc2)nnc1-c1ccncc1 | 119 | -3 | 0 | 112 | 14 | -5 | -5 | 113 | 1 | -2 | 4
60 | CCC(C)NC(=O)N1c2ccccc2Sc2ccccc21 (centres undefined) | 89 | / | / | ? | 2 | / | / | 95 | -17 | / | /

Screens: PubChem BioAssay, several laboratories
